Bim-Bcl-XL: inhibitors of Bim-Bcl-XL interaction, human; Bim peptide-Bcl-XL binding, bead flow cytometry, fluorescence; Q07817; inhibition, % at 10 µM; hit rate 0.04% among 190,000; AID 1007
Target sequence (Q07817 whole entry, looked up): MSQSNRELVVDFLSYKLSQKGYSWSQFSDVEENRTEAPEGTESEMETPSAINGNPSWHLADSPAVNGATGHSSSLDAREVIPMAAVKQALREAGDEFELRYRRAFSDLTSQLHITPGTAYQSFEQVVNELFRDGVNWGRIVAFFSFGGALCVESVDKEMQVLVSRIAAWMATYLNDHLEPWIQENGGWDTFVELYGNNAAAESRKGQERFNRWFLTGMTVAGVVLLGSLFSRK
Bim-Bfl-1: disrupts Bim binding to human Bfl-1; hit rate 0.12% among 190,000; Bead-based flow cytometry, Bim-Bfl-1 binding inhibition; inhibition, % at 10 µM; AID 1008; Q16548;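 also: 0% = wells without compound plus tracer and 100% = blocker peptide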
GSH bead fluor: compound fluoresces at 488/530 nm on GSH beads; GSH beads flow cytometry, compound fluorescence 488/530 nm; stronger effect = higher value; fluorescence (KMESF) at 10 µM; AID 1776; hit rate 0.25% among 190,000; in the data active = fluorescence above about 89;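 also: glutathione beads carrying GST-tagged Bcl family fusion proteins plus one bare bead set; values are compound well signal with DMSO vehicle wells as background; inactives centre near 16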
RGS4-Gao reg: modulates binding of RGS4 to human Galphao | P09471 | Multiplexed bead flow cytometry; actives lie on both sides | binding response (% of control), % at 10 µM | hit rate 0.33% among 220,000 | AID 1415; in the data active = binding response below about 49% or above about 150%; inactive = in between;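 also: fluorescent Galphao activated with aluminum fluoride binding bead-coupled RGS4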
ABCB1 inh: blocks JC-1 efflux by human ABCB1 transporter | CCRF-Adr cells, flow cytometry | P08183 | hit rate 0.067% among 190,000 | inhibition, % at 6.6 µM; in the data active = inhibition above about 40%;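 also: 0% = vehicle and 100% = reference inhibitor; higher value means more JC-1 retained so stronger ABCB1 efflux block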
Bim-Bcl-2: disrupts Bim peptide binding to human Bcl-2. P10415. inhibition, % at 10 µM. Bead-based flow cytometry, Bim peptide-Bcl-2 binding. hit rate 0.06% among 190,000; in the data active = inhibition above about 40%;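 also: 0% = no compound wells with probe peptide and 100% = reference peptide inhibitor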
ABCG2 inh: blocks JC-1 efflux by human ABCG2 transporter; Q9UNQ0; IgMXP3 cells, flow cytometry; inhibition, % at 6.6 µM; hit rate 0.1% among 190,000;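 active = inhibition above 80%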;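 also: 0% = DMSO and 100% = nicardipine control wells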
Target sequence (Q9UNQ0 whole entry, looked up): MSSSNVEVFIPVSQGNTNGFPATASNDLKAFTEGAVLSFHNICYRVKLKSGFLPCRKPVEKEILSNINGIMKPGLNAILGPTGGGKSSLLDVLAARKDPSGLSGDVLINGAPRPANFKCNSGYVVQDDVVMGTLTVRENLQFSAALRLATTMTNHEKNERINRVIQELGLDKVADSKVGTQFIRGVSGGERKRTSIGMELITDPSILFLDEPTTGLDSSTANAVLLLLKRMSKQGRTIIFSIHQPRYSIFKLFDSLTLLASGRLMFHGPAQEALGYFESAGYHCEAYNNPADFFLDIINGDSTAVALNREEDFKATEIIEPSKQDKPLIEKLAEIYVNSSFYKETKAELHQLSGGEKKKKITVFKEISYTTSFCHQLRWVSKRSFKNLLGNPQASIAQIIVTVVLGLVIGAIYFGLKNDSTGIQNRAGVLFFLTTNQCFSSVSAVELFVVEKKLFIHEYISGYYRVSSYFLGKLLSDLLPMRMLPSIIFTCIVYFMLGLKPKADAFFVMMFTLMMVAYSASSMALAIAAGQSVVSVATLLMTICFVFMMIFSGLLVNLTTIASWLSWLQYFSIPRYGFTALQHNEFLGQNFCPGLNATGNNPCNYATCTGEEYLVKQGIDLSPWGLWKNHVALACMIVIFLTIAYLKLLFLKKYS
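Test system: IgMXP3 (ABCG2) plus far-red-tagged CCRF-Adr (ABCB1) cells. Reagent: JC-1 dye as substrate. Timing: 10 min exposure at 25 °C with rotation, no wash. Measured by: flow cytometric JC-1 green MFI at 530 nm. Read-out: percent efflux inhibition, scaled nicardipine 100% to DMSO 0%. Control set: nicardipine and DMSO wells.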
Bim-Bcl-B: human Bim-Bcl-B interaction inhibition; Q9HD36; bead-based flow cytometry, Bim peptide-Bcl-B binding; inhibition, % at 10 µM; hit rate 0.073% among 190,000; AID 951;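 also: 0% = tracer peptide without compound and 100% = reference inhibitor peptide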
Bim-Bcl-W: disrupts Bim peptide binding to human Bcl-W; Q92843; bead-based flow cytometry; inhibition, % at 10 µM; hit rate 0.02% among 190,000;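 also: 0% = bound tracer without compound and 100% = peptide blocker; higher means less fluorescent Bim peptide bound to Bcl-W beads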
Avidin bead fluor: avidin bead compound fluorescence profile; Avidin beads, compound fluorescence 488/530 nm, flow cytometry; stronger effect = higher value; fluorescence (KMESF) at 10 µM; hit rate 0.38% among 220,000; in the data active = fluorescence above about 47; also: inactives centre near 10
RGS7-Gao reg: human RGS7-Galphao interaction regulation; P09471; Multiplexed bead flow cytometry, RGS7-Galphao binding; actives lie on both sides; binding response (% of control), % at 10 µM; hit rate 0.35% among 220,000; in the data active = binding response below about 49% or above about 150%;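 also: fluorescent Galphao held in activated GDP-AlF4 state binding bead-coupled RGS7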
An asterisk follows results filed as active. Rule as the data show it, unless noted: active = inhibition above about 40%.

`COc1ccc(OC)c(S(N)(=O)=O)c1` gave Bim-Bcl-XL 0, Bim-Bfl-1 -8, GSH bead fluor 58, RGS4-Gao reg 100, ABCB1 inh 0.1, Bim-Bcl-2 0, ABCG2 inh 0, Bim-Bcl-B -1, Bim-Bcl-W 8, Avidin bead fluor 18 and RGS7-Gao reg 106.
`CCOc1ccc(CCNC(=O)c2cccc(N3CCCC3=O)c2)cc1OCC` gave Bim-Bcl-XL -2, Bim-Bfl-1 -19, GSH bead fluor 33, RGS4-Gao reg 104, ABCB1 inh 1.6, Bim-Bcl-2 -12, ABCG2 inh 55, Bim-Bcl-B -7, Bim-Bcl-W 1, Avidin bead fluor 15 and RGS7-Gao reg 104.
For C/C(Cl)=C\Cn1c(Nc2ccc(C)cc2)nc2c1c(=O)n(C)c(=O)n2C the results were Bim-Bcl-XL -7, Bim-Bfl-1 -14, GSH bead fluor 31, RGS4-Gao reg 116, ABCB1 inh 1.6, Bim-Bcl-2 -7, ABCG2 inh 28, Bim-Bcl-B -9, Bim-Bcl-W 1, Avidin bead fluor 13 and RGS7-Gao reg 118.
Nc1[nH]nc2nc(N3CCCC3)nc(-c3ccccc3)c12 was read as Bim-Bcl-XL 8, Bim-Bfl-1 -12, GSH bead fluor 33, RGS4-Gao reg 98, ABCB1 inh 0.5, Bim-Bcl-2 -6, ABCG2 inh 2, Bim-Bcl-B -7, Bim-Bcl-W 4, Avidin bead fluor 3 and RGS7-Gao reg 96.
`O=C(COc1ccc(Br)cc1Br)NC1CCCC1` gave Bim-Bcl-XL -1, Bim-Bfl-1 -2, GSH bead fluor 9, RGS4-Gao reg 101, ABCB1 inh 0.3, Bim-Bcl-2 -2, ABCG2 inh 3, Bim-Bcl-B -3, Bim-Bcl-W -3, Avidin bead fluor 5 and RGS7-Gao reg 103.
`CC(C)(C)n1ncc2c(=O)n(CC(=O)N3CCCC3)cnc21` gave Bim-Bcl-XL -2, Bim-Bfl-1 -2, GSH bead fluor 72, RGS4-Gao reg 94, ABCB1 inh 1.0, Bim-Bcl-2 -1, ABCG2 inh 4, Bim-Bcl-B -3, Bim-Bcl-W 0, Avidin bead fluor 12 and RGS7-Gao reg 94.
CCOc1ccc(OCC)c(NC(=O)CN2CCN(c3ccc(C)cc3C)CC2)c1 was read as Bim-Bcl-XL -13, Bim-Bfl-1 -17, GSH bead fluor 19, RGS4-Gao reg 98, ABCB1 inh 2.7, Bim-Bcl-2 -11, ABCG2 inh 81*, Bim-Bcl-B -9, Bim-Bcl-W -4, Avidin bead fluor 33 and RGS7-Gao reg 100.
For Cc1nn(C)cc1C=NCCOCc1ccccc1 the results were Bim-Bcl-XL 0, Bim-Bfl-1 -2, GSH bead fluor 29, RGS4-Gao reg 96, ABCB1 inh -0.3, Bim-Bcl-2 -1, ABCG2 inh 1, Bim-Bcl-B -2, Bim-Bcl-W -1, Avidin bead fluor 9 and RGS7-Gao reg 93.
`O=C(NCc1ccccc1Br)c1ccco1` gave Bim-Bcl-XL -5, Bim-Bfl-1 -18, GSH bead fluor 31, RGS4-Gao reg 99, ABCB1 inh 0.9, Bim-Bcl-2 -9, ABCG2 inh 9, Bim-Bcl-B -8, Bim-Bcl-W -1, Avidin bead fluor 15 and RGS7-Gao reg 98.
For CCCNS(=O)(=O)c1ccc(CCC(=O)Nc2ccc3c(c2)OCO3)cc1 the results were Bim-Bcl-XL -1, Bim-Bfl-1 -1, GSH bead fluor 6, RGS4-Gao reg 85, ABCB1 inh 0.5, Bim-Bcl-2 -3, ABCG2 inh 2, Bim-Bcl-B -2, Bim-Bcl-W 0, Avidin bead fluor 11 and RGS7-Gao reg 85.
For CCc1ccc(NC2=NC(C(=O)NC3CCCCC3)CC(=O)N2)cc1 (stereo unspecified) the results were Bim-Bcl-XL -5, Bim-Bfl-1 -14, GSH bead fluor 25, RGS4-Gao reg 105, ABCB1 inh 0.6, Bim-Bcl-2 -9, ABCG2 inh 1, Bim-Bcl-B -6, Bim-Bcl-W -1, Avidin bead fluor 32 and RGS7-Gao reg 106.
COc1ccc(S(=O)(=O)N(CC(=O)Nc2ccc(S(=O)(=O)N3CCOCC3)cc2)c2ccccc2)cc1 was read as Bim-Bcl-XL -9, Bim-Bfl-1 -9, GSH bead fluor 10, RGS4-Gao reg 101, ABCB1 inh 0.0, Bim-Bcl-2 -15, ABCG2 inh -1, Bim-Bcl-B -11, Bim-Bcl-W -6, Avidin bead fluor 10 and RGS7-Gao reg 102.
Screening Cn1c(=O)c(C(=O)Nc2ncccc2O)c(O)c2ccccc21 returned Bim-Bcl-XL -2, Bim-Bfl-1 0, GSH bead fluor 9, RGS4-Gao reg 96, ABCB1 inh 0.8, Bim-Bcl-2 0, ABCG2 inh 7, Bim-Bcl-B 0, Bim-Bcl-W 0, Avidin bead fluor 15 and RGS7-Gao reg 97.
`Cc1cc(C)cc(NC(=O)CSc2ccc(-c3cccs3)nn2)c1` gave Bim-Bcl-XL -10, Bim-Bfl-1 -7, GSH bead fluor 19, RGS4-Gao reg 100, ABCB1 inh 0.6, Bim-Bcl-2 -9, ABCG2 inh 3, Bim-Bcl-B -9, Bim-Bcl-W -4, Avidin bead fluor 14 and RGS7-Gao reg 101.
Fc1cccc(NC(=S)NCCN2CCOCC2)c1 was read as Bim-Bcl-XL -4, Bim-Bfl-1 -8, GSH bead fluor 10, RGS4-Gao reg 92, ABCB1 inh 0.3, Bim-Bcl-2 0, ABCG2 inh 1, Bim-Bcl-B 2, Bim-Bcl-W 0, Avidin bead fluor 14 and RGS7-Gao reg 99.
Screening COCCN(C(=O)CCCC(=O)Nc1ccccn1)C(C(=O)NC1CCCC1)c1ccc(C)cc1 (stereo unspecified) returned Bim-Bcl-XL -7, Bim-Bfl-1 0, GSH bead fluor 26, RGS4-Gao reg 101, ABCB1 inh 0.8, Bim-Bcl-2 -2, ABCG2 inh 2, Bim-Bcl-B -7, Bim-Bcl-W -1, Avidin bead fluor 40 and RGS7-Gao reg 103.
`COc1cc2c(=O)n(CCC(=O)NCC3CCCO3)c(=O)n(CC(=O)c3ccc(Cl)cc3)c2cc1OC` (stereo unspecified) gave Bim-Bcl-XL -1, Bim-Bfl-1 -2, GSH bead fluor 11, RGS4-Gao reg 110, ABCB1 inh 0.2, Bim-Bcl-2 1, ABCG2 inh 1, Bim-Bcl-B -1, Bim-Bcl-W 0, Avidin bead fluor 15 and RGS7-Gao reg 108.
CC(=O)c1ccc(NC(=O)C2CCC(C)(C(=O)O)C2(C)C)cc1 (stereo unspecified) was read as Bim-Bcl-XL -2, Bim-Bfl-1 -6, GSH bead fluor 14, RGS4-Gao reg 101, ABCB1 inh 0.8, Bim-Bcl-2 -4, ABCG2 inh 3, Bim-Bcl-B -1, Bim-Bcl-W -4, Avidin bead fluor 11 and RGS7-Gao reg 100.
`Cc1nc(-c2ccccc2)cc(N2CCCC2)n1` gave Bim-Bcl-XL -8, Bim-Bfl-1 -19, GSH bead fluor 35, RGS4-Gao reg 97, ABCB1 inh 0.5, Bim-Bcl-2 -11, ABCG2 inh 9, Bim-Bcl-B -8, Bim-Bcl-W -2, Avidin bead fluor 13 and RGS7-Gao reg 98.
Screening c1ccc2[nH]c(SCCN3CCOCC3)nc2c1 returned Bim-Bcl-XL -2, Bim-Bfl-1 -6, GSH bead fluor 9, RGS4-Gao reg 97, ABCB1 inh 0.2, Bim-Bcl-2 -5, ABCG2 inh 0, Bim-Bcl-B -2, Bim-Bcl-W 4, Avidin bead fluor 6 and RGS7-Gao reg 97.

Of the compounds above, two have a Cl atom.
For C/C(Cl)=C\Cn1c(Nc2ccc(C)cc2)nc2c1c(=O)n(C)c(=O)n2C the results were Bim-Bcl-XL -7, Bim-Bfl-1 -14, GSH bead fluor 31, RGS4-Gao reg 116, ABCB1 inh 1.6, Bim-Bcl-2 -7, ABCG2 inh 28, Bim-Bcl-B -9, Bim-Bcl-W 1, Avidin bead fluor 13 and RGS7-Gao reg 118.
`COc1cc2c(=O)n(CCC(=O)NCC3CCCO3)c(=O)n(CC(=O)c3ccc(Cl)cc3)c2cc1OC` (stereo unspecified) gave Bim-Bcl-XL -1, Bim-Bfl-1 -2, GSH bead fluor 11, RGS4-Gao reg 110, ABCB1 inh 0.2, Bim-Bcl-2 1, ABCG2 inh 1, Bim-Bcl-B -1, Bim-Bcl-W 0, Avidin bead fluor 15 and RGS7-Gao reg 108.

Next section:
For CCCN(CC1CC1)C(=S)NC(=O)C1CC1 the results were Bim-Bcl-XL 1, Bim-Bfl-1 -5, GSH bead fluor 26, RGS4-Gao reg 100, ABCB1 inh 1.6, Bim-Bcl-2 -1, ABCG2 inh 5, Bim-Bcl-B -3, Bim-Bcl-W 0, Avidin bead fluor 11 and RGS7-Gao reg 98.
`CC(NC(=O)OC(C)(C)C)C(=O)Oc1ccc2ccc(=O)oc2c1` (stereo unspecified) gave Bim-Bcl-XL 0, Bim-Bfl-1 0, GSH bead fluor 15, RGS4-Gao reg 103, ABCB1 inh 0.4, Bim-Bcl-2 -2, ABCG2 inh 2, Bim-Bcl-B -2, Bim-Bcl-W -4, Avidin bead fluor 36 and RGS7-Gao reg 100.
`O=C(COC(=O)c1cnccn1)Nc1ccc(Cl)cc1` gave Bim-Bcl-XL -8, Bim-Bfl-1 -5, GSH bead fluor 30, RGS4-Gao reg 101, ABCB1 inh 0.7, Bim-Bcl-2 -11, ABCG2 inh 45, Bim-Bcl-B -5, Bim-Bcl-W -8, Avidin bead fluor 24 and RGS7-Gao reg 99.
Screening O=C(O)c1cnn2c1C(=O)N(Cc1cccs1)CC2 returned Bim-Bcl-XL 0, Bim-Bfl-1 -2, GSH bead fluor 25, RGS4-Gao reg 101, ABCB1 inh 0.5, Bim-Bcl-2 -2, ABCG2 inh 0, Bim-Bcl-B -3, Bim-Bcl-W 0, Avidin bead fluor 11 and RGS7-Gao reg 98.
`COc1ccc(S(=O)(=O)Cc2ccc(C(=O)N3CCN(c4cccc(C)c4C)CC3)o2)cc1` gave Bim-Bcl-XL -4, Bim-Bfl-1 -12, GSH bead fluor 20, RGS4-Gao reg 99, ABCB1 inh 0.7, Bim-Bcl-2 -11, ABCG2 inh 3, Bim-Bcl-B -12, Bim-Bcl-W -2, Avidin bead fluor 8 and RGS7-Gao reg 99.
`CCN(CCCNC(=O)C1CCC(=O)N1C(C)C)c1cccc(C)c1` (stereo unspecified) gave Bim-Bcl-XL -5, Bim-Bfl-1 2, GSH bead fluor 42, RGS4-Gao reg 102, ABCB1 inh 0.3, Bim-Bcl-2 2, ABCG2 inh 1, Bim-Bcl-B -3, Bim-Bcl-W -2, Avidin bead fluor 2 and RGS7-Gao reg 97.
